DRD3 agonist: qHTS of D3 Dopamine Receptor Agonist: qHTS | D3R DiscoveRx beta-arrestin cells, luminescence, 90 min | AID 652048, 2013 | actives 0.58% (n = 410,000) | D(3) dopamine receptor (Homo sapiens), P35462 | max activation, %; in the data active means max activation above about 30%; further: 0% is about no effect; mostly tested at two doses, the higher about 12 µM
Target sequence (P35462 whole entry, looked up): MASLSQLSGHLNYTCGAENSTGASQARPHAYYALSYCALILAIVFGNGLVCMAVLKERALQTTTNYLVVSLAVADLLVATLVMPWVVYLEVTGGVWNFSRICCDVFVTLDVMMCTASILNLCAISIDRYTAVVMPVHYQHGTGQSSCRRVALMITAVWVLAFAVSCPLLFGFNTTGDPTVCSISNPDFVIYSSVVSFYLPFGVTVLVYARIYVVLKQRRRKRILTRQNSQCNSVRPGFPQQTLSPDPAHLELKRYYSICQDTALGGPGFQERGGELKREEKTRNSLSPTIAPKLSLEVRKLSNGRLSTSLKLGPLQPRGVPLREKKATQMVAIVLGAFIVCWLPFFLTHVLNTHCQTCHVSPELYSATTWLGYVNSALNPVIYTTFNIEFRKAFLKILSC
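Agonist-mode cell screen: cells plated at 1500/well and incubated overnight at 37 °C, then exposed to library compounds for 90 min at 37 °C. Detection reagent was added for 30–60 min at room temperature, and luminescence was read.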
PTHR1 agonist: qHTS for PTHR1 Agonists: Primary Screen; Parathyroid hormone/parathyroid hormone-related peptide receptor (Homo sapiens), Q03431; HEK293 GP2 PTHR1 cells, GloSensor cAMP luminescence, 1 h; Potency, µM (series often up to 115 µM), for the others: top-dose activation, usual class: activators; actives 0.075% (n = 410,000); AID 743266, 2014; active means well fitted activation curve with a large enough effect; inconclusive means small, poorly fitted or top-dose-only effect, or another doubt; inactive means no such curve, though single readings can be large or run the other way; further: potency means the concentration at half of the fitted maximal effect; nearly all actives have a fitted effect of over 55% in size; some results filed as inactive show a strong effect at the top dose; inactives centre near -15; many of its hits are not listed in these tables
Target sequence (Q03431 whole entry, looked up): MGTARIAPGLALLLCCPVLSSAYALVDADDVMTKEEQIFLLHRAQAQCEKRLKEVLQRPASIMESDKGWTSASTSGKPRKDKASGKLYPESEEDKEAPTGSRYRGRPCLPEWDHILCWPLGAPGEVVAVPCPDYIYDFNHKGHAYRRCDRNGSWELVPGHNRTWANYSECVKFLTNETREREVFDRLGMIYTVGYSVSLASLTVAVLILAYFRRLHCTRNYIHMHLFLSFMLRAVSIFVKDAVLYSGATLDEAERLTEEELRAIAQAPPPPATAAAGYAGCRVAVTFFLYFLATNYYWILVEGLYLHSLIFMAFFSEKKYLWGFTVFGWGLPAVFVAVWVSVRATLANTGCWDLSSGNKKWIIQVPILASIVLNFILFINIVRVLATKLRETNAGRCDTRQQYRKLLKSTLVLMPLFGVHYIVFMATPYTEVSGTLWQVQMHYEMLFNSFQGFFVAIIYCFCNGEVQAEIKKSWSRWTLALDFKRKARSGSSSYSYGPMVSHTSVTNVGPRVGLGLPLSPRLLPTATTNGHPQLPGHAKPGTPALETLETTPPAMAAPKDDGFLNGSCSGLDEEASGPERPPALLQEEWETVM
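HEK-293-derived GP2 cells expressing PTHR1 and a GloSensor cAMP reporter, 3,000/well, plated overnight, given luciferin plus IBMX (each 0.5 mM as added) for 1 h at 37 °C, then compound for 1 h at 37 °C. Luminescence was read after 15 min at room temperature.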
The depositor's hits bear a star; i = inactive; ? = inconclusive; [ ] = dose if it differs, or a comment.

Compound,DRD3 agonist,PTHR1 agonist
Cc1ccc(C)c(N2CCN(CCCNC(=O)c3cnn(-c4ccc(F)cc4)c3C3CCN(C(=O)OC(C)(C)C)CC3)CC2)c1,-18.7,i
Cc1ccc(Cl)cc1NC(=O)CSc1nc2c(c(=O)[nH]1)CN(Cc1ccccc1)CC2,5.5,i
COc1cccc(CNC(=O)C(=O)NCC(c2cccs2)S(=O)(=O)c2cccs2)c1 (stereo unspecified),12.9,-23.9%
CC(=O)c1cccc(-n2c(=O)c3c4c(sc3n(CC(=O)Nc3ccccc3F)c2=O)CN(C(C)=O)CC4)c1,-10.4,9.5%
COc1cc(NC(=O)c2c3c(nc4ccccc24)C(=O)N(C2CCCCC2)C3)cc(OC)c1,-29.0,23.0%
CCN(CC)c1ccc(NC(=O)c2sc3ccccc3c2Cl)cc1,-9.1,i
CCOc1ccc(CCNC(=O)c2cnc3sc(N4CCOCC4)nn3c2=O)cc1,1.3,-6.1%
CCNC(=O)c1ccc2nc(CCc3ccccc3)oc2c1,1.6,-1.3%
COC(=O)c1ccc2c(=O)n(CCCCCC(=O)NCCc3ccccc3)c(=O)[nH]c2c1,-14.3,i
COc1ccc(Cn2c(=O)c3oc4ccccc4c3n(Cc3cccc(C)c3)c2=O)cc1,3.2,20.0%
CC(C)CCNC(=O)c1ccc(Cn2c(SCC(=O)NC(C)C)nc3ccccc3c2=O)cc1,-1.4,i
COc1ccccc1NC(=O)c1nnn(-c2ccc(F)cc2)c1C,6.8,-0.1%
CCOc1ccc(NC(=O)c2c(NCc3cccs3)sc3c2CCC(C)C3)cc1 (stereo unspecified),-3.7,i
CCOC(=O)c1c(NC(C)=O)c2c3c(sc2n1Cc1nc(-c2ccccc2Cl)oc1C)CCCC3,2.1,?
COC(=O)c1cc2sc(Cl)cc2n1Cc1nc(-c2ccc(OC)cc2)oc1C,4.4,i
COc1ccc(C(=O)NCC(c2ccco2)S(=O)(=O)c2ccccc2)cc1 (stereo unspecified),-12.3,-1.5%
COc1ccc(OC)c(NC(=O)Cn2c(=O)cc(C)c3c(C)nn(-c4cccc(Cl)c4C)c32)c1,8.0,27.1%
CCc1ccc(S(=O)(=O)n2ccnc2)cc1,8.1,i
CCOC(=O)C1=C(CN2CCCCC2)NC(=O)NC1c1ccc(C)cc1 (stereo unspecified),-1.8,i
COc1ccc(-c2nc(C(=O)Nc3ccc(C(C)=O)cc3)nn2-c2cccc(Cl)c2)cc1,-7.8,i
COc1cc(/C=C/c2nc(C#N)c(NCCc3ccccc3)o2)cc(OC)c1OC,1.2,i
Cc1oc2ncn(CC(C)C)c(=O)c2c1C(=O)N(CCN(C)C)Cc1ccccc1,-4.6,-55.1%[inhibitor]
Cc1ccc(C(=O)CSc2nc3cc(C(=O)NC4CCCC4)ccc3c(=O)n2CC2CCCO2)cc1 (stereo unspecified),6.2,i
COc1ccc(S(=O)(=O)NCCc2sc(-c3cccc(C)c3)nc2C)cc1,1.3,-28.7%
CCn1c(=NC(=O)c2ccc(S(=O)(=O)N3CCCCC3)cc2)sc2cccc(OC)c21,-5.4,-55.4%[inhibitor]
O=C(Nc1ccc(F)cc1F)c1ccc(-n2cnc3cccnc32)cc1,-2.7,i
COc1ccc(C)cc1NC(=O)C(NS(=O)(=O)c1cccs1)c1ccccc1 (stereo unspecified),-4.4,i
COc1cc(OC)c(NC(=O)CN(C)S(=O)(=O)c2ccc3c(c2)CCCC(=O)N3)cc1Cl,8.1,-62.3%[inhibitor]
CCCc1cnc2c(c1SCC(=O)Nc1ccccc1F)c(=O)n(C)c(=O)n2C,1.2,i
Cc1ccc(NC(=O)Cn2cnc3nc4c(cc3c2=O)CCCC4)cc1Cl,-5.5,5.8%
O=C(NC1CCCCC1)c1ccc2c(c1)sc1nc(-c3ccccc3)cn12,-1.7,i
CCOC(=O)c1c(NC(=O)c2cc(C(C)C)on2)sc(C)c1C,-18.1,i
Cc1c(-c2ccccc2)c(=O)oc2c(CN3CCN(C)CC3)c(O)ccc12,-4.1,-11.5%
O=C(NCc1ccccc1)NC1COc2ccccc2C1 (stereo unspecified),-10.5,?
Cc1ccc(NC(=O)CSc2nc3n[nH]c(C)c3c(=N)n2-c2cccc(C)c2)cc1,0.6,i
CC(C)c1ccc(S(=O)(=O)c2cnc(SCC(=O)Nc3ccc4c(c3)OCCO4)[nH]c2=O)cc1,4.0,i
CCOC(=O)c1c(-c2ccc(OC)c(OC)c2)csc1NC(=O)c1ccc(F)cc1,7.3,-25.4%
COc1ccc(CNS(=O)(=O)c2cc(C(=O)Nc3cc(Cl)cc(Cl)c3)ccc2F)cc1,-5.4,-14.6%
Cc1ccc(C)c(NC(=O)C2CCCN(c3nc4ccccc4s3)C2)c1 (stereo unspecified),4.1,i
CCCNC(=O)C1CCC(Cn2c(=O)c3sccc3n(CC(=O)N3CCC(C)CC3)c2=O)CC1 (stereo unspecified),6.1,i
COc1ccc(NC(=O)C(=O)NCC2(c3ccc(OC)c(OC)c3)CCCC2)cc1,4.0,-59.7%[inhibitor]
CC(=O)Nc1ccc(S(=O)(=O)Nc2cccc(-c3ccc(N4CCCCCC4)nn3)c2)cc1,3.7,i
Cc1cccc(C)c1NC(=O)CN1C(=O)c2ccccc2Sc2ncccc21,-16.7,i
CSc1ncc(C(=O)NCc2ccccc2F)c(-c2ccccc2)n1,-4.8,-13.6%
CCc1cccc(C)c1NC(=O)Cn1c(=O)n(-c2cccc(C)c2)c(=O)c2c1c1cc(C)ccc1n2C,3.6,-61.3%[inhibitor]
Cc1ccc(-n2ncc3c(N(CCO)Cc4ccccc4)ncnc32)cc1,6.1,-49.8%[inhibitor]
COc1cc2c(cc1OC)C(COc1ccc3c(C)cc(=O)oc3c1)N(C(=O)c1cccc(C)c1)CC2 (stereo unspecified),-5.2,-8.4%
CC(C)c1ccc(C2CC(=O)N3CN(C4CCCCC4)CSC3=C2C#N)cc1 (stereo unspecified),-18.5,0.9%
COc1ccccc1Nc1cc(C)nc2nc(-c3ccccc3)nn12,5.3,-20.7%
CCc1ccccc1NC(=O)c1nnn(Cc2ccc(Cl)cc2)c1N,-8.2,-31.1%[inhibitor]
N#C/C(=C\c1ccc(F)cc1)c1nc(-c2ccc(-c3ccccc3)cc2)cs1,-4.8,-5.2%
CCN(CC)S(=O)(=O)c1ccc2c(c1)N(CC(=O)Nc1ccc(Cl)cc1)C(=O)C1CCCN21 (stereo unspecified),-2.8,25.6%
Cc1cccc(NC(=O)Cn2c(=O)n(Cc3ccc4c(c3)OCO4)c(=O)c3oc4ccccc4c32)c1C,9.4,i
CCOc1ccc(CCNC(=O)CCc2c(C)nc3cc(-c4ccccc4OC)nn3c2C)cc1,21.8,-39.3%[inhibitor]
CCCCCc1nn2cc(-c3ccccc3)nc2s1,37.2*,-19.2%
O=S(=O)(c1ccc(-c2cc(C(F)(F)F)on2)s1)N1CCN(c2cccc(Cl)c2)CC1,-6.5,8.1%
COc1ccc(NC(=O)C2Cc3ccccc3N2C(=O)c2ccccc2)c(OC)c1 (stereo unspecified),-4.6,i
O=C(NCc1ccc(F)cc1)c1cc(-c2ccc(Cl)cc2)n[nH]1,-11.4,-13.5%
CC(=O)C1=C(c2ccc(Cl)cc2)N(C(C)=O)n2c(nnc2C2CCCCC2)S1,-1.2,-11.2%
CCc1ccc(NC(=O)CSc2nc(C)c(C(=O)Nc3ccccc3)c(-c3ccc(OC)c(OC)c3)c2C#N)cc1,2.9,i

Fetched by compound from the entries so far:
Compound,DRD3 agonist,PTHR1 agonist
COc1ccc(CNS(=O)(=O)c2cc(C(=O)Nc3cc(Cl)cc(Cl)c3)ccc2F)cc1,-5.4,-14.6%
N#C/C(=C\c1ccc(F)cc1)c1nc(-c2ccc(-c3ccccc3)cc2)cs1,-4.8,-5.2%
COc1ccccc1NC(=O)c1nnn(-c2ccc(F)cc2)c1C,6.8,-0.1%

Following part.
Compound,DRD3 agonist,PTHR1 agonist
CC(=O)c1cccc(Nc2ccc3cc(S(=O)(=O)N4CCC(C)CC4)ccc3n2)c1,9.7,-22.7%
COc1cccc(OCc2cc(=O)n3c(-c4ccccc4)csc3n2)c1,8.9,i
Cc1ccccc1Cn1c2ccccc2c2cnn(CC(=O)NC3CCCCCC3)c(=O)c21,1.4,i
Cc1ccc(S(=O)(=O)c2nnn3c2nc(Nc2ccc(C(C)C)cc2)c2sccc23)cc1C,1.5,-14.5%
COc1ccc(-c2noc(CN(C(=O)C(C)Oc3ccc(C)cc3)C(C)C)n2)cc1 (stereo unspecified),3.2,-32.9%[inhibitor]
O=S(=O)(c1cccc(F)c1)N1CCC(Oc2ccc(-n3cnnn3)cc2)CC1,-2.3,-11.8%
CCOc1ccc(NC(=O)N2CCOc3ccccc32)cc1,-6.6,-21.3%
CCN(CCCNC(=O)c1nn(-c2ccc(OC)cc2)c(=O)c2c1c1ccccc1n2C)c1cccc(C)c1,8.4,-2.0%
NC(=O)c1ccccc1NC(=O)Cn1nc(Cc2cccnc2)c2ccccc2c1=O,-17.7,-41.4%[inhibitor]
COc1ccc(Nc2nnc(-c3ccc(C)c(S(=O)(=O)N4CCN(C)CC4)c3)c3ccccc23)cc1,-7.8,i
CCOC(=O)c1ccc(Oc2nc(C)nc3c2oc2ccccc23)cc1,7.0,i
c1coc(-c2nc3n(n2)C2(CCCCC2)[C@@H]2CCCC[C@@H]2N3)c1,12.7,34.9%
O=C(NCCCN1CCN(c2ccc(F)cc2)CC1)Nc1ccccc1Cl,-18.5,?
COc1cccc(NC(=O)CSc2cc(=O)n(C)c3ccc(Cl)cc23)c1,5.5,-29.8%
Cc1cc(C)cc(NC(=O)CSc2nccn2C2CCCC2)c1,5.5,i

The list goes on (two carried over from the part before).
compound,DRD3 agonist,PTHR1 agonist
COc1cccc(NC(=O)CSc2cc(=O)n(C)c3ccc(Cl)cc23)c1,5.5,-29.8%
Cc1cc(C)cc(NC(=O)CSc2nccn2C2CCCC2)c1,5.5,i
N#C/C(=C\c1cccc(F)c1)c1nc(-c2cc3ccccc3oc2=O)cs1,9.0,i
Oc1ccccc1Nc1nc(-c2ccccc2)c2cc(Cl)ccc2n1,-3.8,i
COc1ccccc1CNC(=O)CCCCn1c(=O)c2ccccc2n(CC(=O)Nc2cc(Cl)ccc2C)c1=O,-11.3,0.0%
COc1c(Cl)cc(Cl)cc1/C=C(\C#N)c1nc2ccccc2[nH]1,-16.3,-19.0%
COc1ccc(CNC(=O)CCc2c(C)nn(-c3ccc(N4CCCC4)nn3)c2C)c(OC)c1,0.5,i
CCOc1ccc(-c2n[nH]c3c2C(c2cccs2)N(c2ccc(Br)cc2)C3=O)cc1 (stereo unspecified),3.4,-11.3%
CCCCN(CCCC)S(=O)(=O)c1ccc2oc(C(=O)NCc3ccccc3)c(C)c2c1,-3.4,i
COc1ccc(S(=O)(=O)c2c(O)c3ccc(C(=O)NCc4ccccc4)cc3[nH]c2=O)cc1,7.4,?
Cc1cccn2c(=O)cc(COc3ccc(NC(=O)C(C)C)cc3)nc12,1.3,i
Cc1cc(C)cc(NC(=O)c2ccc3oc(=O)c(S(=O)(=O)c4ccc(F)cc4)cc3c2)c1,-4.5,-24.3%
O=C(c1ccc(F)cc1)c1cn(Cc2ccccc2F)c2cc3c(cc2c1=O)OCCO3,1.6,-24.4%
O=c1c2[nH]c3ccccc3c2nc(SCc2cccc(F)c2)n1-c1ccccc1,-17.7,i
COC(=O)c1ccc(NC(=O)CN2C(=O)c3cccc4cccc2c34)cc1,-6.3,i
CCOC(=O)CSc1nc2c(sc3ccccc32)c(=O)n1Cc1ccc(OC)cc1,-3.8,-22.1%
COc1ccccc1N1CCN(S(=O)(=O)CCNC(=O)C(c2ccccc2)c2ccccc2)CC1,2.6,i
Cc1c2cnn(CC(=O)NCCc3ccccc3)c(=O)c2c(C)n1Cc1ccccc1,-12.4,-13.9%
O=C(CN1CCN(Cc2ccccc2Cl)C1=O)NCc1ccccc1Cl,2.0,i
CCOc1ccccc1NC(=O)c1ccc2c(Cl)c3c(nc2c1)CCC3,4.8,-17.0%
CCCN(CCC)CC(O)Cn1cc(/C=C/C(=O)c2ccc(OC)cc2)c2ccccc21 (stereo unspecified),-17.1,i
COc1ccc(N2CC(NC(=O)C3CC3)CC2=O)cc1OC (stereo unspecified),3.8,i
CCOC(=O)N1CCc2c(sc3c2c(=O)n(CCc2ccccc2)c(=O)n3Cc2ccc(F)cc2)C1,-6.2,?
Cc1ccc(-c2cc(C(=O)NC(C)c3ccccc3)c3ccccc3n2)cc1C (stereo unspecified),25.1,i
Cc1cc(Cl)ccc1OCC(=O)N(Cc1ccc(N(C)C)cc1)CC1CCCO1 (stereo unspecified),-12.9,-53.7%[inhibitor]
Cc1cccc(C(=O)NCC(=O)OCc2cc(=O)n3nc(C)sc3n2)c1,-11.6,i
COc1ccc(Cl)cc1NC(=O)C(C)n1nnc2sc3c(c2c1=O)CCCC3 (stereo unspecified),7.3,i

Assay outcomes deposited in PubChem BioAssay by National Center for Advancing Translational Sciences (NCATS).

Some of the compounds tested (hit frequency here may not be typical).
